Source: PubChem BioAssay (several laboratories)
CHRM4 antagonist – human M4 muscarinic receptor antagonists, primary screen, CHO cells, Fluo-8 calcium fluorescence; Muscarinic acetylcholine receptor M4 (Homo sapiens), P08173; 360,000 tested, 0.73% active; CHO-hM4 cells, ACh EC80; inhibition, % at 3 µM; AID 624125, 2012;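 active = inhibition above its plate's cutoff, the mean inhibition of sample wells plus 3 SD, cut at about 27% in these data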;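 also: 0% = acetylcholine EC80 with DMSO and 100% = DMSO without agonist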
Target sequence (P08173 whole entry, looked up): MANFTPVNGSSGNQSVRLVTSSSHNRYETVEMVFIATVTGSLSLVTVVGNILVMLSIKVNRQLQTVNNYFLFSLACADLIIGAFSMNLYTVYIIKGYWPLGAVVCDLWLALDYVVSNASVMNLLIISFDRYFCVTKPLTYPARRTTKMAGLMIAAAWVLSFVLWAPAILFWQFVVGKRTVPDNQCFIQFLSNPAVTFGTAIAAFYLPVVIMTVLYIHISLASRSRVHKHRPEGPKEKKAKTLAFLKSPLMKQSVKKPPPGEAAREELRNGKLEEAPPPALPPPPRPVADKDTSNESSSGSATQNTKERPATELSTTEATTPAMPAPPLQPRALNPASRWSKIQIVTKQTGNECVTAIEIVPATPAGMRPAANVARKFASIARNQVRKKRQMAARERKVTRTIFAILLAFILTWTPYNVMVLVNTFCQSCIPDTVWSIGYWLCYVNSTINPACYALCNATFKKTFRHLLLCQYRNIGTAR
CRFBP-R2 agonist – agonists of CRF-BP/CRF-R2 complex, primary screen, cell-based, HEK293, calcium dye fluorescence, uHTS | CRF-binding protein / CRF receptor 2 complex (human) | calcium dye fluorescence (FLIPR); percent of saturating CRF peptide response | activation, % at 13.2 µM | 350,000 tested, 0.46% active;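 active = activation of at least 50%, plus an integration ratio under a set limit after plate pattern correction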;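 also: plate controls were neutral control wells without compound for no effect and CRF at EC100 for full effect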
CHRM5 PAM – human M5 muscarinic receptor positive allosteric modulators, primary screen, CHO-K1 cells, Fluo-8 calcium fluorescence. Muscarinic acetylcholine receptor M5 (Homo sapiens), P08912. CHO-K1 hM5, ACh EC20 PAM; 0% = ACh EC20, 100% = ACh EC100. activation, % at 3 µM. 360,000 tested, 0.3% active;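 active = activation above the run cutoff, the mean activation of all test compounds plus 3 SD, cut at about 18% in these data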
Target sequence (P08912 whole entry, looked up): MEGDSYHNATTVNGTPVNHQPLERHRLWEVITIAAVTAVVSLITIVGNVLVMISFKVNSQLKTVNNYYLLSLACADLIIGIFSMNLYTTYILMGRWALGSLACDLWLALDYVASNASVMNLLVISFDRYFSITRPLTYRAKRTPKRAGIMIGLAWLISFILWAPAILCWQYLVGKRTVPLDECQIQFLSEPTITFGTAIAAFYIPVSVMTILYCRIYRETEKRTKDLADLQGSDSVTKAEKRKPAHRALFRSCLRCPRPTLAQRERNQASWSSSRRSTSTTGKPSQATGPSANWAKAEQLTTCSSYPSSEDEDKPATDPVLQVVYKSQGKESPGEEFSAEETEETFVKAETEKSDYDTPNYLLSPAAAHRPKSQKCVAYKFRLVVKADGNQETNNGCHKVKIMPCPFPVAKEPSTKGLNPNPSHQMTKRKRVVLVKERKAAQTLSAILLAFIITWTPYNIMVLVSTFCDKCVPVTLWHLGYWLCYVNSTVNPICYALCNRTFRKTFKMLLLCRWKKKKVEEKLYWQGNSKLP
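Test system: CHO-K1 hM5 cells / Doses: single-point, 3 µM nominal / Times: Post-acetylcholine fluorescence recording 140 s / Technique: Fluo-8 calcium fluorescence / Measure: Max/basal fluorescence ratio as % of EC20–EC100 ACh window / Benchmarks: low control EC20 acetylcholine (0%), high control EC100 acetylcholine (100%) / Replicates: one well per compound, no replicates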
CHRM5 agonist – human M5 muscarinic receptor agonists, primary screen, CHO-K1 cells, Fluo-8 calcium fluorescence; Muscarinic acetylcholine receptor M5 (Homo sapiens), P08912; CHO-K1 hM5 cells; 0% DMSO wells, 100% maximal acetylcholine response; activation, % at 3 µM; 360,000 tested, 0.19% active;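 active = activation above the run's mean over test compounds plus 3 SD, cut at about 23% in these data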;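 also: signal is peak over basal fluorescence ratio across the kinetic read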
IDE inh – human IDE inhibitors in live cells, primary screen, fluorescence polarization, HEK cells, FAbetaB substrate; inhibition, % at 5.59 µM; FAbetaB cleavage; 320,000 tested, 0.41% active; Insulin-degrading enzyme (Homo sapiens), P14735; AID 434962, 2010;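 active = percent inhibition above the average of all tested compounds plus 3 SD, set per screening campaign, cut at about 16% in these data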;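 also: IDE supplied by intact live HEK cells; FP after avidin binding of uncleaved biotin substrate so inhibition keeps polarization high; 0% = DMSO wells and 100% = 60 µM reference IDE inhibitor Ii1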
CRFBP-R2 block – antagonists of CRF-BP/CRF-R2 complex, primary screen, cell-based, HEK293, calcium dye fluorescence, uHTS | CRF-induced calcium fluorescence | inhibition, % at 11.8 µM | 350,000 tested, 0.59% active | AID 588475, 2011;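 active = inhibition of the ligand-induced calcium signal above about 50% at the single tested concentration, limit read from the data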
M5 antag – human M5 muscarinic receptor antagonists, primary screen, CHO cells, Fluo-8 calcium fluorescence; CHO-hM5 cells, ACh EC80; AID 624040, 2012; Muscarinic acetylcholine receptor M5 (Homo sapiens), P08912; 360,000 tested, 0.59% active; inhibition, % at 3 µM;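 active = inhibition above a per-plate cutoff, the mean of that plate's test compounds plus 3 SD, cut at about 27% in these data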;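 also: 0% = acetylcholine EC80 with DMSO and 100% = DMSO without agonist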
CHRM4 PAM – human M4 muscarinic receptor positive allosteric modulators, primary screen, CHO-K1 cells, Fluo-8 calcium fluorescence; Muscarinic acetylcholine receptor M4 (Homo sapiens), P08173; CHO-K1 hM4/Gqi5, ACh EC20; 0% = ACh EC20, 100% = maximal ACh; activation, % at 3 µM; 360,000 tested, 0.4% active; AID 624126, 2012;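 active = activation above its plate's cutoff, the mean activation of sample wells plus 3 SD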; also: some results filed as inactive read as strong as hits
M4 ag – human M4 muscarinic receptor agonists, primary screen, CHO-K1 cells, Fluo-8 calcium fluorescence; AID 624127, 2012; Muscarinic acetylcholine receptor M4 (Homo sapiens), P08173; activation, % at 3 µM; CHO-K1 hM4/Gqi5; vehicle 0%, full acetylcholine response 100%; 360,000 tested, 0.14% active;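 active = activation above the run mean over all test wells plus 3 SD, cut at about 32% in these data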;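 also: peak over basal fluorescence ratio per well then scaled between controls; 0% = DMSO wells and 100% = acetylcholine at EC100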
Numbers without * were called inactive; · = not tested or not shown.

SMILES	CHRM4 antagonist	CRFBP-R2 agonist	CHRM5 PAM	CHRM5 agonist	IDE inh	CRFBP-R2 block	M5 antag	CHRM4 PAM	M4 ag
COc1ccc(S(=O)(=O)Nc2c(C)cccc2C)cc1-n1cnnn1	-3	-0.7	7	-2	1	4	-2	5	1
CCOC(=O)[C@]12CCC=C1N(Cc1ccccc1)C(=O)[C@H](CC(=O)NCc1ccc(OC)c(OC)c1)C2	5	·	1	0	·	·	1	0	0
CC(/C=N\NC(=O)c1ccc(C)nc1)=C\c1ccccc1	3	-2.6	3	0	4	19	-10	0	1
Cc1cccc(C(=O)Nc2ccccc2C(=O)NCc2cccnc2)c1	-7	-3.2	-9	-1	3	1	-6	-8	3
Cc1ccc(CC(=O)Nc2nccs2)cc1C	-10	4.1	2	0	5	-3	-1	4	1
CN(C(=O)c1cc(C(=O)N(C)c2ccccc2)cc([N+](=O)[O-])c1)c1ccccc1	5	-0.7	0	-17	0	4	3	0	0
CCn1cc(S(=O)(=O)Nc2ccccc2C(F)(F)F)cn1	-3	4.4	13	2	-2	16	4	13	1
COc1ccccc1C(=O)N1c2ccccc2Sc2ccccc21	-11	-0.3	-4	-7	4	20	-6	3	-3
CCC(=O)Nc1ccc(C(=O)COC(=O)c2sc(C)nc2C)cc1	-4	-0.6	-8	2	·	6	10	0	2
CCCCNC(=O)c1ccc(NS(=O)(=O)c2ccccc2)cc1	5	1.2	-4	-1	1	33	5	1	0
CC(C)CNC(=O)c1cccc(NC(=O)CCc2ccccc2)c1	5	-0.9	2	1	-2	8	-4	-1	0
C[C@H](CO)N1C[C@H](C)[C@@H](CN(C)S(=O)(=O)c2ccc(F)cc2)Oc2ccc(NC(=O)c3ccncc3)cc2C1=O	2	1.1	7	2	5	4	0	12	1
Cc1ccc(NC(=O)ON=C2CCCC2)cc1	0	0.5	15	0	7	12	-4	5	2
COc1cccc(-c2cc(C(F)(F)F)n3nc(N)nc3n2)c1	1	-1.4	2	-2	5	4	-4	-1	1
COc1ccc(CN(C)C(=O)c2ccccc2OCc2c(C)noc2C)c(OC)c1	7	0.3	4	9	10	10	-36	-4	6
CCc1ccc(-c2nnn(CCC(=O)OC)n2)cc1	-9	1.5	0	-5	7	2	-5	14	2
Cc1ccc(S(=O)(=O)C2(C(=O)N3CCCCCC3)CC2)cc1	2	-0.2	5	1	3	-7	-1	-2	0
COc1cccc(CC(=O)OCC(=O)NNC(=O)c2ccc([N+](=O)[O-])cc2)c1	2	-0.1	0	-3	3	5	4	6	0
O=C(NCc1ccco1)/C(=C/c1ccco1)NC(=O)c1ccccc1	3	0.0	4	0	5	5	3	1	1
COc1ccc(C(=O)N2CCN(Cc3cn[nH]c3-c3ccc(OC)cc3F)CC2)cc1	-5	0.5	-9	-2	0	-3	0	1	3
CCOc1ccc(OCCC(=O)N(CCCOC)c2c(N)n(Cc3ccccc3)c(=O)[nH]c2=O)cc1	-7	0.3	0	0	0	-6	8	-1	0
CCOc1ccc(S(=O)(=O)N2CCC(C(=O)NCc3ccco3)CC2)cc1	0	-0.8	5	-2	2	7	0	0	2
CC1CCCCN1C(=O)CN1C(=O)NC2(CCCCC2C)C1=O (stereo not given)	5	8.5	2	-1	-7	0	17	-4	0
CC(C)(C)C1CCC2(CC1)C(Nc1cccc(C(F)(F)F)c1)=NC(=S)N2CC#N (stereo not given)	0	6.2	4	2	3	-31	-5	12	0
COc1ccccc1C(=O)N/C(=C\c1cn(C)c2ccccc12)C(=O)N1CCOCC1	-10	-0.4	1	0	0	-13	9	-5	3
Cc1cc(-c2nnc(CCC(=O)N3CCN(Cc4cccc(F)c4)CC3)o2)c(C)o1	6	1.0	-2	0	1	-5	10	-11	0
Cc1cc(C(=O)c2ccccc2)c(NC(=O)CN2CCOCC2)s1	-5	1.2	1	-3	9	10	3	5	1
Cc1ccccc1Cn1c(C)c(C(=O)NCc2cccc(Cl)c2)sc1=O	-9	·	-7	1	·	·	6	-6	6
O=c1cccccc1NN=C1CCCCCC1	-6	-0.6	7	-4	-2	4	1	11	1
CCOC(=O)c1ccc(NC(=O)Nn2cnnc2)cc1	-7	-0.3	-7	-1	·	5	-2	0	1

Of the compounds above, these contain a CF3 group:
SMILES	CHRM4 antagonist	CRFBP-R2 agonist	CHRM5 PAM	CHRM5 agonist	IDE inh	CRFBP-R2 block	M5 antag	CHRM4 PAM	M4 ag
CCn1cc(S(=O)(=O)Nc2ccccc2C(F)(F)F)cn1	-3	4.4	13	2	-2	16	4	13	1
COc1cccc(-c2cc(C(F)(F)F)n3nc(N)nc3n2)c1	1	-1.4	2	-2	5	4	-4	-1	1
CC(C)(C)C1CCC2(CC1)C(Nc1cccc(C(F)(F)F)c1)=NC(=S)N2CC#N (stereo not given)	0	6.2	4	2	3	-31	-5	12	0

Further results follow.
SMILES	CHRM4 antagonist	CRFBP-R2 agonist	CHRM5 PAM	CHRM5 agonist	IDE inh	CRFBP-R2 block	M5 antag	CHRM4 PAM	M4 ag
Cc1ccc(S(=O)(=O)Oc2ccc3c(c2)O/C(=C\c2cccnc2)C3=O)cc1	-8	2.0	2	4	5	-7	3	7	2
Cc1cccc(NC(=O)Nc2nnc(N3CCCCC3C)s2)c1C (stereo not given)	0	0.8	-11	2	0	-9	1	3	1
Cc1ccc(S(=O)(=O)NC2=NCN(CCc3ccccc3)CN2)cc1	6	-1.6	1	-1	-2	0	-7	0	0
COc1ccc(Nc2cc(C(=O)NCCCN3CCOCC3)c3ccccc3n2)c(OC)c1	5	0.3	-1	0	3	2	-3	-9	5
Cc1nn(-c2ccccc2)c(OC(=O)c2cccs2)c1S(=O)(=O)c1ccc([N+](=O)[O-])cc1	4	5.7	-1	3	-10	8	-1	13	2
CCSCc1nc(N)nc(NCCc2ccccc2)n1	-2	1.9	-1	3	1	-24	11	0	1
CC1(C)c2[nH]c3ccccc3c2C[C@H]2C(=O)N(Cc3cccc(F)c3)C(=O)N21	4	-1.5	1	4	4	-6	7	4	6
O=C(O)CCCn1c(=O)c2cccn2c2ccc(F)cc21	-7	4.2	4	-3	·	-11	2	-2	0
COc1ccc(C(=O)NCC(=O)OCc2csc(-c3ccccc3)n2)cc1	7	-0.3	-6	-3	1	-22	11	0	2
COC(=O)C1C(O)=C(C(C)=Nc2cccc3ccccc23)C(=O)CC1(C)C (stereo not given)	14	-0.5	-17	3	8	-6	18	-33	12
COCCNC(=O)/C(C#N)=C/C=C/c1ccccc1	-18	-2.3	1	3	-1	10	3	7	1
O=C1c2ccccc2C(=O)N1Cc1ccc2c(c1)OCO2	-2	0.1	1	-7	-5	3	-5	5	0
N/C(=N\OC(=O)Oc1ccccc1)c1ccc([N+](=O)[O-])cc1	-3	-1.4	1	1	-6	43	7	0	1
Cc1ccc(C)c(NC(=O)C(Sc2nncn2C)c2ccccc2)c1 (stereo not given)	-5	-1.4	-1	-1	-6	9	-2	2	0
O=C(CCN1CCOCC1)NCc1ccccc1	7	6.1	-2	-3	0	44	0	1	1
Cc1cccc(Nc2nc(N)nc(CN3CCC(C(N)=O)CC3)n2)c1C	-13	3.1	4	-4	2	-16	-2	4	2
CCOc1ccc(NC(=O)CC(NCc2ccccn2)C(=O)O)cc1 (stereo not given)	2	-0.8	-1	-4	5	-15	0	0	1
CCN(C(=O)COC(=O)c1cc(-c2ccccc2)nn1-c1ccccc1)C1CCS(=O)(=O)C1 (stereo not given)	-9	-2.9	-5	-3	4	0	19	-7	13
C[C@@H]1CN([C@@H](C)CO)C(=O)CCCn2nncc2CO[C@H]1CN(C)Cc1ccc(C(F)(F)F)cc1	3	0.3	0	-1	·	-2	8	-4	0
CCc1cccc2c(C(=O)COC(=O)c3cnc(C)cn3)c[nH]c12	7	0.8	1	2	-4	-9	12	2	2
O=C(NCCN1CCCC1)C1CCC(=O)N(CCCN2CCOCC2)C1 (stereo not given)	12	-1.4	-3	-4	1	14	14	-5	0
O=C(CCN1CCN(Cc2ccccc2)CC1)NNC(=O)c1ccc(Cl)c(Cl)c1	15	0.4	2	-1	·	-11	-1	-2	1
COc1ccc(CSc2nncn2N)cc1[N+](=O)[O-]	-9	0.9	1	-1	3	3	-6	0	0
CC(=O)Nc1cccc(-c2ccnc3c2CC(C(=O)NCCC(F)(F)F)O3)c1 (stereo not given)	-5	·	-3	0	·	·	5	1	1
CCC(CO)Oc1cc(NCc2cc(C)cc(C)c2)c2ncn(C(C)C)c2c1 (stereo not given)	-10	-2.0	6	-8	8	-9	-9	14	4
CCOC(=O)C1=C(C)NC(SCC(N)=O)=C(C#N)C1c1ccccc1 (stereo not given)	7	-3.5	-10	-2	0	-5	11	-6	3
CC(C)(C)c1ccc(O)c(O)c1	5	-0.6	2	0	1	-3	1	2	0
COc1ccc(S(=O)(=O)N2CCOCC2)cc1NC(=O)c1ccc2c(c1)OCCO2	3	1.0	0	3	1	-13	3	-4	5
O=C(CCNC(=O)c1ccc(Br)o1)NCc1ccccc1Cl	3	-0.7	-4	0	2	23	-2	-2	1
Cc1cc(NC(=O)COc2ccc3c(C)c(C)c(=O)oc3c2)no1	-2	-0.7	-3	0	·	12	0	0	1
COc1ccc(F)c(CN2CCC(N3CCC(C(=O)N4CCOCC4)CC3)CC2)c1	1	2.2	5	-3	3	-10	4	-5	1
Cc1ccc(NC(=O)CSc2n[nH]c(-c3ccncc3)n2)cc1	4	-0.8	4	1	1	2	-2	-7	1
CCOC(=O)c1c(C)[nH]c(C(=O)COC(=O)c2oc3ccccc3c2C)c1C	-3	1.2	3	-1	7	0	3	-1	0
Cc1nc(N)c(CC(Br)CBr)c(Cl)n1 (stereo not given)	-2	0.1	-4	2	3	-2	6	-3	1
COc1ccc(-n2nc(C(=O)NCC(=O)NCCN(C)C)c3ccccc3c2=O)cc1	-2	-1.8	-5	-4	0	-7	10	4	0
COc1ccc(C2C(C(=O)c3ccccc3)=C(C)Nc3nc4ccccc4n32)c(OC)c1 (stereo not given)	-2	1.1	-4	-4	-2	25	-4	-5	-2
COC(=O)[C@@]1(C)[C@H]2C(=O)N(Cc3ccccc3)C(=O)[C@H]2[C@H]2CN=C(SC)N21	1	0.6	3	-1	·	2	-10	-3	0
O=C(NC1=NC2CCCCC2N1)c1ccccc1 (stereo not given)	8	3.4	6	-3	7	-5	-4	11	0
CC(C)(C)n1nnnc1C(c1ccc(C#N)cc1)N1CCCC2(CCCCC2)C1 (stereo not given)	-6	0.7	4	1	0	11	5	10	2
Clc1ccccc1-c1nc(/C=N/N2CCOCC2)c2ccccn12	-2	1.1	2	2	-2	1	5	4	4
CS(=O)(=O)c1ccc2nc(NC(=O)c3ccc(=O)[nH]c3)sc2c1	-8	0.3	6	3	-4	4	-5	-4	1
